ELG1 DNA repair – qHTS screen for small molecules that inhibit ELG1-dependent DNA repair in human embryonic kidney (HEK293T) cells expressing luciferase-tagged ELG1 | HEK293T ELG1-luciferase reporter, luminescence, 16 h; DNA damage induced by 5-fluorouridine | Potency, µM (doses to about 46.1 µM), inactives show at the top dose activity change, negative = inhibition, usual class: inhibitors | hit rate 2.3% among 330,000; also: potency is read from the fitted curve at half-maximal effect; % is scaled to controls: 0 for no effect and ±100 for the full control effect; nearly all actives have a fitted effect of over 55% in size
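Quantitative HTS, concentration-response format. 2,000 cells/well co-treated with 5-fluorouridine and compound, 16 hr in 5% CO2 at 37 °C; ONE-Glo luminescence read after 30 min.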
hERG WT inh – qHTS for Inhibitors of KCHN2 3.1: Wildtype qHTS; AID 720551, 2013; Voltage-gated inwardly rectifying potassium channel KCNH2 (Homo sapiens), Q12809; activity change, % at 1.84 µM; hit rate 0.37% among 340,000; U2OS, BacMam KCNH2, thallium flux FluxOr; active compounds read low;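 active = maximum activity change below -70%; inconclusive = maximum activity change between -70% and -50%; inactive = maximum activity change above -50%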; also: % is scaled to controls: 0 for no effect and ±100 for the full control effect
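U2OS cells were transduced with wild-type KCNH2 virus (2.03 x 10^8 / mL) for 4 h at room temperature, then cultured overnight at 37 C. Thallium flux was read with FluxOr dye. Rate constants were normalized to DMSO controls.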
KCNH2 3.1 block – qHTS for Inhibitors of KCHN2 3.1: Mutant qHTS; activity change, % (tested at about 1.8 µM); AID 720553, 2013; U2OS KCNH2 3.1, thallium flux FluxOr; active compounds read low; hit rate 0.95% among 340,000;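 active = maximum activity change below -70%; inconclusive = maximum activity change from -70% to -50%; inactive = maximum activity change above -50%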;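 also: thallium influx rate constant from kinetic fluorescence after stimulation buffer; % is scaled to controls: 0 for no effect and ±100 for the full control effect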
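Steps: virus added to U2OS suspension (4 h, RT, dark); medium with 10% FBS added, cells plated, 37 C overnight; FluxOr/Red40 loading buffer 45 min RT; stimulation buffer, 2 min kinetic read; rate constant normalized.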
Eya2 phos inh – qHTS Assay for Inhibitors of the Phosphatase Activity of Eya2. Potency, µM (titrated, usually from 76.9 µM), without a hit: top-dose activity, negative = inhibition, usual class: inhibitors. Protein phosphatase EYA2 (Homo sapiens), O00167. recombinant Eya2, OMFP fluorescence dephosphorylation (OMFP is methylfluorescein phosphate). hit rate 0.006% among 330,000; also: potency is read from the fitted curve at half-maximal effect; % is scaled to controls: 0 for no effect and ±100 for the full control effect
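Eya2 (0.2 uM) preincubated 10 min at ambient with compound, then OMFP substrate added at 50 uM; 10 min reaction in 50 mM HEPES pH 7.5, 50 mM NaCl, 5 uM MgCl2, 0.05% BSA, 1 mM DTT. Fluorescence read at Ex 485/Em 525 nm.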
AT treatment – qHTS Assay for Identifying a Potential Treatment of Ataxia-Telangiectasia; […] A-T fibroblasts, KAP-1 phosphorylation AlphaLISA; neocarzinostatin DNA damage 30 min before lysis; Potency, µM (series often up to 57.5 µM), inactives show top-dose activation, hits mostly activators; hit rate 0.19% among 320,000; also: potency is read from the fitted curve at half-maximal effect; % of control where 0% means no effect; nearly all actives have a fitted effect of over 45% in size
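ATM-like activity read as KAP-1 phosphorylation via AlphaLISA donor/acceptor antibody pairs after lysis and 6 hr at 25C. Cells were ATM-null patient fibroblasts ([…], hTERT), dosed 60 min, then exposed to the DSB inducer NCS for 30 min.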
Mito fusion yeast – qHTS Assay for Small Molecule Inhibitors of Mitochondrial Division or Activators of Mitochondrial Fusion | S. cerevisiae fusion-defective mutant growth rescue, CellTiterGlo 48 h | Potency, µM (titrated, usually from 46.1 µM), inactives show at the highest dose growth rescue (activation), hits mostly activators | hit rate 0.23% among 320,000 | AID 485298, 2010;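 also: potency is read from the fitted curve at half-maximal effect; % of control where 0% means no effect; nearly all actives have a fitted effect of over 45% in size; temperature-sensitive fusion mutants such as fzo1-1 at 37 °C on non-fermentable ethanol glycerol medium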
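Read-out: ATP-based luminescence (CellTiterGlo, 10 min ambient) reporting growth of fusion-defective ts yeast after 48 hours at 37C on glycerol/ethanol YPEG medium in the presence of compound.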
TSHR antagonist – Antagonists of the Thyroid Stimulating Hormone Receptor: HTS campaign | Thyrotropin receptor (Homo sapiens), P16473 | TSHR-expressing cells, TSH-stimulated cAMP HTRF, 2 h; active compounds read low | activity change, negative = inhibition, % at 11.5 µM | hit rate 0.2% among 330,000;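 active = activity change below a set negative limit, meaning inhibition stronger than a set level, cut at about -70% in these data; inconclusive = activity change between two set negative limits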; also: % is scaled to controls: 0 for no effect and ±100 for the full control effect
Target sequence (P16473 whole entry, looked up): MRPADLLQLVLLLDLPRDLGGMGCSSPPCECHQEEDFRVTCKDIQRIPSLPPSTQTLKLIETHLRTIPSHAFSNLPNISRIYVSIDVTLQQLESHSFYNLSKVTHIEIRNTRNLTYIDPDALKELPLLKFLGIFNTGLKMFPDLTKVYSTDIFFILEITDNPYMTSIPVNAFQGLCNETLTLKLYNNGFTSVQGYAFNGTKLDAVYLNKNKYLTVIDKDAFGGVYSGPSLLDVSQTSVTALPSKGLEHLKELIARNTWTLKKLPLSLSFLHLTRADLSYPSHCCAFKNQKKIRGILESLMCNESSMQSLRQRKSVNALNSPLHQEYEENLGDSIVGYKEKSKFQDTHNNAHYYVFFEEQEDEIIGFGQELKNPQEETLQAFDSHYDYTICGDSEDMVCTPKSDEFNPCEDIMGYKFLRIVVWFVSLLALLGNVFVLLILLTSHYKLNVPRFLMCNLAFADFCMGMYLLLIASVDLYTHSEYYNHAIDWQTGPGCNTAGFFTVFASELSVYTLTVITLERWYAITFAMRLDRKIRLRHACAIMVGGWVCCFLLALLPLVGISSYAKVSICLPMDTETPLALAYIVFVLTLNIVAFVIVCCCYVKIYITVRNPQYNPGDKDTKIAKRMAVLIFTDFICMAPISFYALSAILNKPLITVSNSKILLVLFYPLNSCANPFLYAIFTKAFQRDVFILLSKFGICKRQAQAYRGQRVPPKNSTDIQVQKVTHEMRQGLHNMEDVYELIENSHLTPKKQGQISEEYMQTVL
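Inhibition of cAMP made by TSHR-expressing cells under TSH stimulation (4nM final, EC80; 2 h, 37 deg C) is quantified with a one-step lysis HTRF kit, anti-cAMP cryptate versus cAMP-d2.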
TCR act – Activators of T cell receptors: qHTS campaign | primary human leukocytes, anti-CD3, IL-2 HTRF, 48 h | Potency, µM (titrated, usually from 9.22 µM), inactives show top-dose activation of IL-2 secretion, usual class: activators | 330,000 tested, under 10 active | AID 504894, 2011; also: % of control where 0% means no effect
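Compounds are tested in HTS on primary human leukocytes co-incubated with a-CD3 beads for 48 hr. IL-2 output is measured by time-resolved FRET.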
TRPV1 ag – HTS Assay for Compounds that Act as Agonists of the Vanilloid Receptor 1. Transient receptor potential cation channel subfamily V member 1 (Homo sapiens), Q8NER1. activation, % at 8.33 µM. hit rate 0.19% among 320,000. TRPV1-expressing cells, Fluo-8 calcium influx, agonist mode. AID 540275, 2011; in the data active = activation above about 80%; inconclusive = between about 30% and that limit; also: 0% is about no effect
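Fluo-8 calcium influx in TRPV1-expressing cells, kinetic read (ex 480/em 520 nm). Compound added and read 3 min for agonist activity, followed by capsaicin at EC20 final and 2 min further read for enhancement.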
USP2a block – qHTS Assay for Inhibitors of Ubiquitin-specific Protease USP2a Using CHOP2 as the Reporter. Ubiquitin carboxyl-terminal hydrolase 2 (Homo sapiens), O75604. USP2 core, Ub-CHOP2 coupled fluorogenic reporter, 485/531. hit rate 0.01% among 330,000. Potency, µM (top dose mostly 38.3 µM), for the others: at the highest dose activity change, negative = inhibition, actives largely listed as inhibitors;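 also: potency is read from the fitted curve at half-maximal effect; plate controls were DMSO wells for no effect and full inhibition by NEM control for full effect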
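USP2 core (10nM final) preincubated 30min RT with compound in 20mM Tris-HCl pH 8.0, 2mM CaCl2, 2mM beta-mercaptoethanol, 0.05% CHAPS; 25nM Ub-CHOP2 plus 25nM reporter substrate added, fluorescence (Ex485/Em531) read after 60min.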
Active calls of the source: *; ? = inconclusive; . = not tested or not shown; [ ] = dose if it differs, or a comment. Unless noted, calls follow the shape of the dose curve; as a rule, active = well fitted curve in the direction sought with a large enough effect; inconclusive = small, poorly fitted or top-dose-only effect, or another doubt; inactive = no such curve, though single readings can be large; an effect the other way counts as inactive or inconclusive. A portion of the library, so the mix of outcomes need not match the whole.

Values in the order – TSHR antagonist, Mito fusion yeast, hERG WT inh, TRPV1 ag, Eya2 phos inh, TCR act, KCNH2 3.1 block, AT treatment, USP2a block, ELG1 DNA repair
CCOC(=O)C(=O)NNc1cccc(C)c1C
    -4, -12%, -1, -9, -6%, 9%[46.1 µM], 6, 8%, 0%, 4%
N#Cc1cccc(S(=O)(=O)NCCOc2ccccc2F)c1
    24, 0%, 11, -3, 2%, 5%, 21, 10%, 3%, 9%
Cc1cc([N+](=O)[O-])ccc1NC(=O)c1sc2ncn(CC(=O)N3CCOCC3)c(=O)c2c1C
    11, 8%, 3, 0, 4%, 3%, 6, 1%, 4%, 1%
C=CCN1CCN(C(c2cc(OC)ccc2OC)c2nnnn2CC2CCCO2)CC1 (stereo not drawn)
    ., 4%, 2, 2, -4%, -2%, 2, ?, -1%, -23%
C=CCn1c(Cc2ccc(OC)cc2)nnc1SCC(=O)NCCc1ccccc1
    -26, -2%, 12, 1, 0%, 14%, 1, -4%, -1%, 2%
Cc1ccc(CN=C2NC(=O)C(CC(=O)NCCc3ccccc3)S2)cc1 (stereo not drawn)
    6, 5%, ., -4, 10%, ., ., -7%, 1%, -9%
Cc1[nH]n(-c2ccccc2)c(=O)c1C1(C(F)(F)F)C(=O)N(c2ccc(F)cc2)C2=C1C(=O)CC(C)(C)C2 (stereo not drawn)
    32, 3%, 1, 2, -20%, 5%, 1, 12%, 4%, 8%
COCCN(C(=O)Nc1ccc(OC)cc1)c1nc2ccccc2s1
    1, -4%, 1, 27, -4%, -26%, -1, 10%, 1%, -11%
Clc1ccc(-c2cn(-c3ccccc3)c3[n+]2CCS3)cc1
    0, -4%, 15, -1, 1%, -1%, 3, 0%, 8%, -12%
CC(=O)c1cn(C(=O)c2ccc(Cl)cc2)c2ccccc12
    -3, 14%, 1, 1, -3%, -2%, -3, -3%, 0%, 4%
C=CCn1c(SCc2ccccc2Cl)nnc1-c1sc2nc(C)cc(C)c2c1N
    -3, 13%, -2, 12, 13%, 8%, 5, 2%, 1%, 21µM*
Cc1ccc(C(=O)NC(=S)N(C)C2CCCCC2)cc1
    -2, -5%, -16, ?, -1%, 6%, -1, 3%, -3%, ?
Cc1ccc(CN2CCN(/N=C/c3cccs3)CC2)cc1
    -4, -1%, 3, 7, 3%, 1%[46.1 µM], -30, 2%, 1%, 5%
O=C(Nc1cccc(Cl)c1N1CCOCC1)c1cc([N+](=O)[O-])ccc1N1CCOCC1
    4, -1%, -15, 22, -14%, 11%, -30, -2%, 0%, -21%
CC1(C)OC(C(N)=O)C(C(N)=O)O1 (stereo not drawn)
    8, 0%, 3, 1, -1%, ., -10, 4%, 0%, 3%
O=C(NCCC1=CCCCC1)C(=O)NCC1OCCCN1S(=O)(=O)c1cc(F)ccc1F (stereo not drawn)
    -96*, -5%, 1, 3, 5%, 2%, -11, -5%, 1%, ?
Clc1cccc(NCc2nnc(SCc3ccccc3Cl)o2)c1
    -6, ?, -6, 12, -11%, 0%, -8, 3%, 1%, 3%
COc1cccc(CNC(=O)CCC2CCCN(C(=O)Cc3ccccc3F)C2)c1 (stereo not drawn)
    13, 14%, -8, -1, 1%, ., 2, 7%, 4%, -14%
O=C(CSc1ncccn1)NCc1ccccc1
    12, -14%, 4, -3, -27%, ., 0, 3%, 2%, ?
Cc1cc(C)c(S(=O)(=O)NCCSCc2ccco2)c(C)c1
    -42, -2%, 1, 0, 11%, -10%, -4, -3%, -2%, 6%
O=C(NC1CCN(Cc2ccc(Cl)c(Cl)c2)CC1)c1ccccc1
    -4, 3%, 42, 28, 0%, -19%, -49, -7%, -2%, -22%
Cc1ccc(C2=Nc3cccnc3C(c3ccccc3)=NN2)cc1
    -6, -3%, 7, 12, 15%, 7%, 1, 3%, 0%, ?
Cc1cc(C)c(C#N)c(SCc2ccc(C#N)cc2)n1
    -1, 2%, 8, 1, -24%, -5%, -1, 2%, 4%, 4%
Cc1nc2sc(C(c3cccc(F)c3)N3CCC(O)CC3)c(O)n2n1 (stereo not drawn)
    6, 2%, -1, -3, 0%, -5%, -4, 0%, 1%, -2%
CC(C)CCNC(=O)C(=O)Nc1cc2c3c(c1)CCC(=O)N3CCC2
    10, -20%, -18, -2, 2%, -2%, -2, 14%, 3%, 0%
N#Cc1c(N)n(-c2cccc(C(=O)O)c2)c2nc3ccccc3nc12
    -1, 1%, -2, 4, 21%, -1%, 13, 10%, 17%, -6%
COc1ccc([C@@H]2CC=C(C(=O)O)[C@H](c3cccc(Cl)c3)N2S(=O)(=O)c2ccc(C)cc2)cc1OC
    -4, 4%, -5, -6, 10%, 5%, -1, 7%, 0%, 23%
CC(C)(C)c1ccc(C(=O)NCC(=O)NCC(C)(C)N2CCOCC2)cc1
    13, 4%, -5, 5, 18%, 4%, -11, -5%, 5%, ?
Cc1ccc(NC(=O)CS(=O)(=O)c2cn(CC(=O)N3CCOCC3)c3ccccc23)cc1
    -6, 2%, -1, -3, 5%, -1%, 12, 3%, -2%, 30%
Cc1cccc(C(=O)Nc2ccc(N3CCN(S(C)(=O)=O)CC3)cc2)c1
    8, 13%, -5, -3, 7%, -7%, 11, 2%, 3%, ?
CCc1cc(C)cc(OCCNC(=O)c2ncn[nH]2)c1
    -8, -5%, 5, -6, 3%, ., -12, -5%, 2%, 6%
CCOc1ccccc1NC(=S)N1CCN(c2cccc(OC)c2)CC1
    10, -19%, 2, 5, 10%, 0%, -2, -2%, 4%, ?
Fc1ccccc1-c1csc(=Nc2cccnc2)n1CC1CCCO1 (stereo not drawn)
    8, 3%, 8, 13, 4%, 2%[46.1 µM], 3, ., -2%, ?
c1ccc(Nc2nc(NCC3CCCO3)c3ccccc3n2)cc1 (stereo not drawn)
    -10, -1%, -5, 22, -4%, -1%, -16, 5%, 1%, ?
Cc1ccc(S(=O)(=O)N2CCN(C3CCN(Cc4ccccc4)CC3)CC2)cc1
    6, -3%, 69, 1, 8%, -11%, -21, -9%, 3%, ?
CC(C(=O)NCCS(=O)(=O)c1ccc(Cl)cc1)S(=O)(=O)c1ccc(Cl)cc1 (stereo not drawn)
    5, 0%, 6, 5, -2%, -7%, -6, 2%, 4%, -14%
Cc1noc(C)c1CSc1nnc(C)c(=O)[nH]1
    -8, -3%, 1, 1, -1%, 9%[46.1 µM], 2, 0%, 3%, 3%
COc1ccccc1CNC(=O)C1Cc2ccccc2C(=O)O1 (stereo not drawn)
    -1, 4%, -1, 0, -2%, -4%, 6, 0%, 2%, 4%
O=C(NC1CCCCC1)n1c(=O)oc2ccc(Cl)cc21
    -5, 6%, -7, -1, 7%, -3%, 15, -9%, 1%, 25%
Cn1nc(C(F)(F)F)c(-c2ccc(Br)cc2)c1NC(=O)c1nccnc1C(=O)O
    -1, -3%, -3, -1, -3%, 2%, -15, 17%, 0%, 2%
CCSc1nnc(NC(=O)C2CCN(S(=O)(=O)c3cc(C(F)(F)F)ccc3Cl)CC2)s1
    -5, -1%, -6, -1, -4%, -1%[46.1 µM], -17, 3%, -1%, -24%
Cc1ccc(NC(=S)N2CCN(S(=O)(=O)c3c(F)cccc3F)CC2)cc1C
    -13, 2%, 1, 27, -6%, 5%, -2, -1%, 1%, ?
O=C(N=Nc1c(O)[nH]c2ccc(F)cc12)c1ccc(NS(=O)(=O)c2cccs2)cc1
    2, 0%, -10, -3, 3%, 0%, -5, 4%, 0%, -6%
C=C(C)COc1ccc(-c2[nH]ncc2-c2ccc(Br)cc2)c(O)c1
    8, -22%, -12, 2, 3%, -7%, -1, 11%, -6%, ?
CCOC(=O)C1=C(CN2CCC(C)CC2)NC(=O)NC1c1ccc(Cl)cc1 (stereo not drawn)
    -1, -5%, 26, 27, 0%, 3%, -13, 1%, 3%, -4%
CCN(CC)CCNC(=O)c1cc(S(=O)(=O)N2CCc3ccccc32)cn1C
    15, 1%, 5, 2, -3%, 4%, -39, 4%, 1%, ?

Two of the compounds above, tab-delimited:
SMILES	TSHR antagonist	Mito fusion yeast	hERG WT inh	TRPV1 ag	Eya2 phos inh	TCR act	KCNH2 3.1 block	AT treatment	USP2a block	ELG1 DNA repair
O=C(N=Nc1c(O)[nH]c2ccc(F)cc12)c1ccc(NS(=O)(=O)c2cccs2)cc1	2	0%	-10	-3	3%	0%	-5	4%	0%	-6%
C=C(C)COc1ccc(-c2[nH]ncc2-c2ccc(Br)cc2)c(O)c1	8	-22%	-12	2	3%	-7%	-1	11%	-6%	?
